High-throughput results (PubChem)
sEH act: increases human soluble epoxide hydrolase activity. P34913. purified human sEH enzymatic activity, activator screen. activation, % at 2 µM. 0.04% of 91,000 active; in the data active = activation above about 37%; note: values of inactives mirror those of a sister screen read the other way
H69AR inhibit: growth inhibitors of human H69AR lung tumor cells; H69AR lung tumor viability, ATP luminescence, 72 h; active compounds read low; viability, % at 10 µM; 6% of 85,000 active;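 active = viability at or below 40%; inactive = viability above 40%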;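 note: multidrug resistant small cell line overexpressing MRP-1 efflux transporter; 100% = mean luminescence of untreated control wells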
Smad3 FoxH1 inh: Smad3 (human) transcription factor binding inhibition. P84022. TR-FRET Smad3/Dy647-FoxH1 peptide binding, europium anti-His. inhibition, % at 25 µM. 0.29% of 88,000 active. AID 630;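 active = compounds that reduce the energy-transfer binding signal between the protein and its labelled peptide by more than half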;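 note: 0% = Smad3 plus labelled peptide maximal FRET and 100% = peptide-only background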
ERa SRC1 inh: ER-alpha (human) coactivator binding inhibition | TR-FRET ER-alpha LBD / SRC-1 peptide, estradiol-bound | AID 629 | inhibition, % at 25.6 µM | 1.7% of 86,000 active | P03372; in the data active = inhibition above about 50%;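 note: 0% = receptor plus peptide control and 100% = peptide only without receptor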
ERa SRC1 pot: ER-alpha (human) coactivator binding potentiation | P03372 | TR-FRET ERalpha-LBD/SRC-Cy5 coactivator binding, 2 h; 100 = basal binding, no effect | coactivator binding (% of control), % at 25.6 µM | 1.3% of 86,000 active; in the data active = activity above about 200%;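 note: binding measured in presence of low estradiol as agonist stimulus; 0% = peptide alone without receptor and 100% = receptor with peptide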
Fibroblast inh: blocks proliferation of human lung fibroblasts; LL 47 human lung fibroblast viability, ATP luminescence; active compounds read low; viability, % at 10 µM; 1.1% of 85,000 active;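 active = viability at or below 50% in the single dose screen; inactive = viability above 50%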;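 note: compound exposure lasted 72 h before the ATP readout; 100% = median luminescence of untreated cell-only wells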
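Signal: luminescent ATP detection, CellTiter-Glo; assay system: LL 47 human lung fibroblasts; input: 1,150 cells/well; incubation: overnight cell rest, 72 h compound treatment at 37 °C; measure: % viability versus median cells-only luminescence; medium: IMEM growth medium with 15% fetal bovine serum; dosing: compound addition at 0.1% DMSO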
HUVEC prolif 384: inhibitors of human endothelial cell proliferation; HUVEC proliferation, CellTiter-Glo luminescence, 72 h; active compounds read low; viability, % at 10 µM (by protocol); 1.1% of 86,000 active;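 active = viability at or below 30%; inactive = viability above 30%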;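 note: 100% = median luminescence of DMSO-only cell control wells on each plate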
Calb biofilm kill: kills Candida albicans biofilms | inhibition, % at 6 µM | 0.14% of 85,000 active | AID 834 | C. albicans biofilm + clotrimazole, Alamar Blue;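 active = inhibition above 20%; inactive = inhibition below 20%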;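 note: preformed 24 hr biofilms exposed to compound for 48 hr; 0% = biofilm without compound and 100% = blank killed by clotrimazole plus chlorhexidine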
ERb SRC1 inh: blocks coactivator binding to human estrogen receptor beta. Q92731. TR-FRET ER-beta LBD / SRC1-Cy5 peptide binding; receptor agonist-loaded with 1 µM estradiol. inhibition, % at 25.6 µM. 1.3% of 86,000 active. AID 633;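 active = compounds whose percent inhibition of the receptor-coactivator binding signal exceeds about 50% in the single-dose screen, limit read from the data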;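 note: 0% = receptor plus peptide wells without compound and 100% = peptide-only wells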
Target sequence (Q92731 whole entry, looked up, the tested form may be a part): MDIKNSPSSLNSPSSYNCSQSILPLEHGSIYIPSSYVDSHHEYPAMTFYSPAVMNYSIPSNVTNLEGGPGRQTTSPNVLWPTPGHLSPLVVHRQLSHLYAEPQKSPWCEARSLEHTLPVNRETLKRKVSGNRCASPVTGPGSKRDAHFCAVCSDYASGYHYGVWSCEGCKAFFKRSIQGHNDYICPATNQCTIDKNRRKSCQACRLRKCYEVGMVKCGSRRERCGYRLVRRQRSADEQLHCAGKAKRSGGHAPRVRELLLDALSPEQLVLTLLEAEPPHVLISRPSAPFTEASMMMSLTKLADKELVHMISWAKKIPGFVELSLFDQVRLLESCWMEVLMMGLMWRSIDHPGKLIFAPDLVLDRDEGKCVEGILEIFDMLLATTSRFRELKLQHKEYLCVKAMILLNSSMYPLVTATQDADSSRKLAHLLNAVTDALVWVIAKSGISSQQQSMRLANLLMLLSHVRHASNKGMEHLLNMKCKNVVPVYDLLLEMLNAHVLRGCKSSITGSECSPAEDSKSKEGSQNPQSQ
Starred values were filed as active, the others as inactive; . = not tested or not shown; [ ] = dose if it differs, or a comment.

SMILES	sEH act	H69AR inhibit	Smad3 FoxH1 inh	ERa SRC1 inh	ERa SRC1 pot	Fibroblast inh	HUVEC prolif 384	Calb biofilm kill	ERb SRC1 inh
COc1ccc(N2C(=O)C3CCCN3C2c2cccc(OC)c2)cc1 (stereo not drawn)	17	92	-3	-5	117[fluorescence artefact?]	95	111	-19	-7
COc1ccc(-n2nnc3c(=O)n(Cc4cccc(C)c4)cnc32)cc1	-8	99	9	8[fluorescence artefact?]	115	109	98	0	-3[fluorescence artefact?]
CCn1c(C)nc2cc(C(=O)n3cc(C(=O)c4cc(F)ccc4O)cn3)ccc21	.	100	0	3	117	93	89	4	3
NC(=O)C1CNc2ccccc2O1 (stereo not drawn)	-2	88	-9	-10	94	99	90	3	-11
CCN(CC)CC(=O)c1c[nH]c2ccc(OC)cc12	.	77	-1	-9	96	108	110	5	-8
CCCc1nc2ccccc2c(=O)n1/N=C/c1c(C)[nH]n(-c2ccc(C)cc2)c1=O	.	27*	8	-5	124[fluorescence artefact?]	88	64	8	-3
O=C(CSc1nnc(-c2cccnc2)n1Cc1ccco1)Nc1nc(-c2ccc(F)cc2)cs1	-9	49	0	-16	122	97	86	2	-15
Clc1cc2c(c(Cn3cnc4ccccc43)c1)OCOC2	.	97	0	-2	97	97	84	0	0
Cc1oc(-c2ccc(Cl)cc2)nc1CN1CCCC(C(=O)N2CCc3ccccc32)C1 (stereo not drawn)	.	71	-5	-1	152	.	57	2	6
CC(=O)NC(c1ccccc1)c1nc2ccccc2[nH]1 (stereo not drawn)	4	102	-11	0	97	94	90	8	-4
Clc1ccc(-n2ncc3c(NCCCn4ccnc4)ncnc32)cc1	14	80	-10	-6	94	91	96	8	9
Cc1cccc(C(=O)OCc2cc3ccccc3[nH]c2=O)c1	4	96	-9	2	105	97	86	4	6[fluorescence artefact?]
CCCCCCc1cc2cc(-c3nnc(-c4ccccc4)o3)c(=O)oc2cc1O	2	9.4*	-3	53*	121[fluorescence artefact?]	99	40	0	35
COc1c[nH]n(C2CCCCC2)c(=O)c1=O	9	82	1	-4	122	93	119	8	-4
O=C(CN(CC1CCCO1)C(=O)CNS(=O)(=O)c1ccc(Cl)cc1)NCCc1ccccc1 (stereo not drawn)	-3	82	0	-9	105	98	89	4	-4
CCCCNC(=O)CN1CCC2(O)CCCCC2C1c1ccccc1OC (stereo not drawn)	-7	85	4	-4	118	92	94	7	-1
COC(=O)c1ccc(CSc2ncnc3ccccc23)o1	3	43	2	-6	116	98	79	2	-10
CSc1ccc(C2C(C#N)=C(N)N(c3ccccc3)C3=C2C(=O)CCC3)cc1 (stereo not drawn)	.	82	2	2	108	84	87	3	0[fluorescence artefact?]
Cn1c(=O)[nH]c(=O)c2c1nc(N1CCNCC1)n2Cc1cccc2ccccc12	-8	96	-3	4	92	102	96	8	-5
CCCc1cc(=O)[nH]c(SCC(=O)N2CCN(S(=O)(=O)c3ccc(C)cc3)C2)n1	-4	95	-2	2	90	99	98	0	-6
COC(=O)c1sc2ccccc2c1N	.	95	-3	-9[fluorescence artefact?]	77[fluorescence artefact?]	103	100	-2	-16[fluorescence artefact?]
COC(=O)CSc1snnc1-c1ccc(Cl)cc1Cl	-9	106	-5	5	107	101	89	-1	5
CCOC(=O)N1CCN(CC(=O)Nc2ccc(C)c(Br)c2)CC1	-20	91	-9	-4	105	101	95	7	8
Cc1cccc(NC(=O)CC(C)(C)C)c1	8	61	6	2	122	100	100	8	3
CCN1C(=O)c2cccc3c(S(=O)(=O)NC(Cc4c[nH]c5ccccc45)C(=O)O)ccc1c23 (stereo not drawn)	-15	.	-6	-5	111	108	98	-3	4[fluorescence artefact?]
CCN(C(=O)c1cc2cc3ccc(C)cc3nc2o1)c1ccc(OC)cc1	16	57	3	-9	97	124	101	4	-5
COc1ccc(CCNC(=O)C2CCCN(Cc3nc(-c4cccc(Cl)c4)oc3C)C2)cc1OC (stereo not drawn)	-20	56	1	-7	110	96	70	4	-2
NC(=O)c1cc(N)ccc1N1CCCC1	-1	81	2	-23	75[fluorescence artefact?]	88	93	6	-6
Cc1cc(NC2C3CC4CC(C3)CC2C4)n2ncnc2n1 (stereo not drawn)	-48	69	11	1	131	90	96	6	-1
COc1ccc(-c2nnc(SCC(=O)N3CCCC(C)C3)o2)c(OC)c1 (stereo not drawn)	-2	58	-5	32	111	101	87	9	12
CC(=O)N1c2c(cc(Br)cc2S(=O)(=O)NCc2cccnc2)CC1C (stereo not drawn)	.	92	0	-2	113	101	93	0	-9
Brc1cnc(N2CCOCC2)nc1N1CCCCC1	4	82	5	-23	110	89	61	5	-21
O=C(CSc1nnc(-c2ccncc2)n1CCc1ccccc1)NCc1ccccc1	-10	68	14[fluorescence artefact?]	-2	126	96	93	9	-5[fluorescence artefact?]
CC(C)c1ccc(C2CC(=O)N3CN(Cc4ccco4)CSC3=C2C#N)cc1 (stereo not drawn)	-13	74	7	1	98	99	107	9	5
CCn1c(=O)cc(OCC(=O)Nc2cccnc2)c2ccccc21	-15	56	6	-26	107[fluorescence artefact?]	100	92	9	-26
CCC(c1nnnn1CCc1ccccc1)N(Cc1ccco1)Cc1cc2cc(C)cc(C)c2[nH]c1=O (stereo not drawn)	4	26*	12	5	108	83	82	9	10
CCC(=O)Nc1cccc(Oc2nc(C)cc(C)c2C#N)c1	.	87	-3	6[fluorescence artefact?]	111	105	104	7	1[fluorescence artefact?]
CCOc1ccc(-n2c(SCC(=O)Nc3cc(C)on3)nc3c([nH]c4ccccc43)c2=O)cc1	4	63	-1	1	110	76	87	2	6
Cn1c(Cn2c(=O)sc3ccccc32)nnc1SCC(=O)Nc1ccccc1	.	80	7	2	111	96	90	15	-6
CC(C)C1Cc2c(sc3c2c(=O)n(Cc2ccccc2)c2nncn32)CO1 (stereo not drawn)	4	84	-3	6[fluorescence artefact?]	125[fluorescence artefact?]	107	115	5	3[fluorescence artefact?]
O=C(COc1ccc(C(=S)N2CCOCC2)cc1)N1CCCC1	1	93	-4	-2	143[fluorescence artefact?]	98	100	3	-3
COc1ccccc1N1CCN(c2nc3ccccc3n3nnnc23)CC1	.	89	4	1	128	82	87	5	-6
COc1ccc(N2CC(C)Cn3c2nc2c3c(=O)[nH]c(=O)n2C)cc1 (stereo not drawn)	2	71	10	-3	112	93	102	9	0
O=C(O)c1cccnc1SC1CC(=O)N(c2cccc(C(F)(F)F)c2)C1=O (stereo not drawn)	8	91	0	-2	104	96	95	5	-5
O=C(c1cc(-c2cccc(O)c2)on1)N1CCOCC1	.	97	-1	-11	106	106	117	4	-10
CCSc1ncc(Cl)c(C(=O)N(Cc2ccc(N(C)C)cc2)C2CCS(=O)(=O)C2)n1 (stereo not drawn)	8	.	0	-5	92	97	89	6	20[fluorescence artefact?]
Cc1cc(-c2nn3c(C)nnc3s2)ccc1NC(=O)C(C)(C)C	.	92	-7	15	98[fluorescence artefact?]	98	95	0	24[fluorescence artefact?]
CCN(CC)S(=O)(=O)c1ccc(-c2nnc(SCC(C)=O)o2)cc1	3	92	8	-7	97	101	87	5	-9
Cc1ccc(C(CC(=O)O)Nc2nc(N3CCCCC3)nc(N3CCCCC3)n2)cc1 (stereo not drawn)	.	108	12	7	93	106	100	5	7[fluorescence artefact?]
CCOc1ccc(C(=O)CSc2nnc3ccccn23)cc1	9	94	-2	10	79	100	118	7	-7
O=C1c2ccccc2C(=O)N1CCc1nn[nH]n1	2	92	-1	-1	123	105	100	2	-9
COc1ccc(-c2n[nH]c(C)c2-c2cc(OC)ccc2O)cc1	8	99	-3	2	91	99	95	4	-2
Cc1noc(C)c1S(=O)(=O)Nc1c(C)n(C)n(-c2ccccc2)c1=O	-3	95	-9	-6	88	105	104	13	10
COc1ccc(-c2noc(-c3ccc(Br)o3)n2)cc1OC	-5	81	-27	-2[fluorescence artefact?]	387*[fluorescence artefact?]	88	29*	-2	-1[fluorescence artefact?]
CC(c1ccccc1)N1CNc2c(c(=O)n(C)c(=O)n2C)C1 (stereo not drawn)	5	103	10	-8	101	93	87	7	1
C=CCn1c(=O)c2ccccc2n2c(SCc3cc(=O)n4ccsc4n3)nnc12	-8	85	-4	13	70	102	91	-2	20
COc1ccc(C(=O)N(CN2CCCC2=O)c2nccs2)cc1OC	.	69	-7	6	108[fluorescence artefact?]	102	96	4	5
OC(COc1cccc2ccccc12)CN1CCN(c2ccccn2)CC1 (stereo not drawn)	.	86	1	-27	103	93	85	4	-5

These rows are one share of the data, so the mix of outcomes need not match the whole.
